V1R ag counter = activates human V1a receptor in oxytocin agonist counter-screen. CHO-V1R cells, Fluo-8 calcium fluorescence, agonist mode; 0% DMSO, 100% 3 nM vasopressin. AID 2797. activation, % at 3 µM. P37288. 320,000 tested, 0.25% active;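 active = activation above the mean activation of all tested compounds plus 3 SD, per screening run, cut at about 20% in these data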;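 note: signal is peak over basal fluorescence ratio across a 100 second FLIPR read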
OXTR agonist = activates the human oxytocin receptor; 320,000 tested, 0.32% active; activation, % at 3 µM; CHO-OTR cells, Fluo-8 calcium fluorescence; normalized: DMSO 0%, oxytocin 100%; P30559;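 active = activation above the mean of all tested compounds plus 3 SD, cutoff set per screening run, cut at about 20% in these data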;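 note: peak over basal fluorescence ratio from a 100 s FLIPR kinetic read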
MEKK2 WT-MEK5 = raises or lowers MEK5 binding to wildtype human MEKK2 PB1 domain | bead flow cytometry, Alexa488-MEK5 binding to MEKK2 WT; actives lie on both sides | binding response (% of control), % at 10 µM | Q9Y2U5 | 290,000 tested, 1.1% active; in the data active = binding response below about 67% or above about 130%
GPR7 antag = human neuropeptides B/W receptor 1 antagonism; GPR7-expressing cells, fluorescence antagonist assay; inhibition, % at 4.4 µM; 290,000 tested, 1.1% active; in the data active = inhibition above about 16%, passing the limit was not always enough;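 note: cells stimulated with the agonist NPW; 0% = agonist with vehicle and 100% = vehicle without agonist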
Target sequence (P48145 whole entry, looked up): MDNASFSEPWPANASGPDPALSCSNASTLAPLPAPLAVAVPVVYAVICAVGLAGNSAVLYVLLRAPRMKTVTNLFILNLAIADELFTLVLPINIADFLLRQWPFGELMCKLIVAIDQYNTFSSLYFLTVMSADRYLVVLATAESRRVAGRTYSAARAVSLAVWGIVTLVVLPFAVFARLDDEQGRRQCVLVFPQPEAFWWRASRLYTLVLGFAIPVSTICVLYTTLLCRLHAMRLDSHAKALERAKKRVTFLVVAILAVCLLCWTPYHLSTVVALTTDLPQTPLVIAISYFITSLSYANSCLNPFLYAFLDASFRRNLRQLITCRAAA
MEKK2mut PB1 HTS = signal of MEK5 binding to mutant human MEKK2 PB1 domain. bead flow cytometry, Alexa488-MEK5 binding to MEKK2 mutant. percent response, % at 10 µM. 290,000 tested, 0.35% active. AID 1530; in the data active = percent response above about 24%, passing the limit was not always enough; note: inactives centre near 1; some results filed as inactive read as strong as hits; reference of the scale not given here
GalR3 antag = blocks the human galanin receptor 3; 360,000 tested, 0.44% active; inhibition, % at 3 µM; HEK293 GalR3-CNG cAMP membrane potential fluorescence; galR3 body fused to GalR1 C-terminus; AID 651719;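 active = inhibition above the screen-wide average plus 3 SD, cut at about 13% in these data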;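 note: forskolin and galanin both at EC90 stimulate the cells; cAMP rise reported by CNG channel membrane potential dye signal; 0% = forskolin plus galanin with DMSO and 100% = forskolin alone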
Target sequence (O60755 1-299 limits assumed): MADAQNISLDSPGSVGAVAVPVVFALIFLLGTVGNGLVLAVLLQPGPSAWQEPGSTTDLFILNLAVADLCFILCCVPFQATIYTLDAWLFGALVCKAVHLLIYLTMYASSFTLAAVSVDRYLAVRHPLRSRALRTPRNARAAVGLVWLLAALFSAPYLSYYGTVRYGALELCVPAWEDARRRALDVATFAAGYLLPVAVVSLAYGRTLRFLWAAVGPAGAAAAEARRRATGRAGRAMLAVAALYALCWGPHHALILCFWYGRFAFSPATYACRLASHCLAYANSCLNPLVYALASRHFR
NALP1 yeast inh = NALP1 inhibition. S. cerevisiae NALP1/ASC/caspase-1 growth, X-gal OD620, 72 h. inhibition, % at 10 µM. 280,000 tested, 0.61% active. AID 2071; in the data active = inhibition mostly above about 24%, no sharp cut-off; inactive = mostly below about 32%; note: some compounds called inactive have numbers as strong as hits
PHOSPHO1 inh = blocks human PHOSPHO1 phosphatase activity. 290,000 tested, 1.1% active. Q8TCT1. AID 1565. inhibition, % at 13.3 µM. recombinant PHOSPHO1, absorbance phosphatase assay; in the data active = inhibition above about 60%
Target sequence (Q8TCT1 whole entry, looked up): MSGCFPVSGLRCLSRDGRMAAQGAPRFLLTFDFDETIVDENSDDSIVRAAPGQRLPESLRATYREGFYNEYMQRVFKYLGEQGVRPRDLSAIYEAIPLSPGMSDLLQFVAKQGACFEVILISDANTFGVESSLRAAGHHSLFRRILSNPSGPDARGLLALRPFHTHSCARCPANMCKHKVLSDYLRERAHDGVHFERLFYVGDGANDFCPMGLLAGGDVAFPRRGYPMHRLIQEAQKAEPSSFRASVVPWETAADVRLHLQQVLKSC
MEKK3 PB1 HTS = MEKK3-MEK5 PB1 interaction, increase or decrease | binding response (% of control), % at 10 µM | Q99759 | bead-based flow cytometry, Alexa488-MEK5 binding to MEKK3; actives lie on both sides; 0 = blocked by unlabeled MEK5, 100 = vehicle | 290,000 tested, 1.4% active;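 active = binding response more than 3 SD above or below the average of its plate-row segment, actives on both sides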;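 note: Alexa488 bead fluorescence after subtracting the streptavidin-only scavenger bead signal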
Starred values were filed as active, the others as inactive; . = not tested or not shown. Rows were taken by chance; overall some 5.4% were active at least once.

SMILES	V1R ag counter	OXTR agonist	MEKK2 WT-MEK5	GPR7 antag	MEKK2mut PB1 HTS	GalR3 antag	NALP1 yeast inh	PHOSPHO1 inh	MEKK3 PB1 HTS
CC(=O)c1cccc2c(O)c(C3=Nc4ccccc4C3=O)[nH]c12	-0.1	0.9	106	-2	1	7	12	-9	109
CC(C)NC(=O)CSc1nnc(-c2ccc3ncccc3c2)n1C	0.3	1.1	91	-13	-31	2	.	41	88
COc1ccc(C)cc1N(CC(=O)NC(C)c1ccccc1)S(C)(=O)=O (configuration not stated)	0.4	1.2	104	-6	7	-9	18	26	94
COC(=O)c1cc(-c2cccs2)[nH]n1	1.8	-0.2	103	-14	-2	-5	24	4	96
O=C(CCN1C(=O)S/C(=C\c2ccc(F)cc2)C1=O)Nc1ccc(O)cc1C(=O)O	-1.5	-0.8	104	7	3	2	18	7	103
CC(C)(C)n1ncc2c(=O)n(CC(=O)Nc3ccc4c(c3)OCO4)cnc21	0.7	0.4	98	-7	2	-1	17	23	100
CC1(C)C([N+](=O)[O-])C(c2ccc(F)cc2)NC(c2ccc(F)cc2)C1[N+](=O)[O-] (configuration not stated)	2.8	-2.1	96	-13	2	-4	13	25	105
FC(F)(F)c1cccc(Cc2noc(CN3CCCC(OCc4ccccn4)C3)n2)c1 (configuration not stated)	2.3	0.3	97	1	5	8	-1	64*	106
O=C(N/N=C\c1cccnc1)c1cc(-c2ccc(Cl)s2)[nH]n1	1.2	0.3	109	-3	0	-5	-8	36	117
Cc1nc2ccccn2c1/C(O)=C1\C(=O)C(=O)N(CCCn2ccnc2)C1c1ccncc1 (configuration not stated)	0.4	0.1	106	6	11	-3	15	26	111
O=C(O)c1ccccc1-c1ccccc1C(=O)Nc1ccc(F)cc1	0.2	-0.5	104	2	-1	-12	15	40	101
O=[N+]([O-])/C(C(Cl)=C(Cl)Cl)=C(\Nc1ccc(F)cc1)n1cncn1	0.6	-0.8	97	3	-1	.	16	93*	101
Cc1cc(C)n(-c2nc(Nc3ccccc3C)nc(-n3nc(C)cc3C)n2)n1	5.1	19	85	6	-4	-5	0	41	94
O=C(Nc1cccc(Cl)c1)c1cc(N=Nc2ccc([N+](=O)[O-])cc2Cl)ccc1O	11	0.4	94	4	1	-9	-8	-15	100
Cc1ccc(C)c(Cn2c3ccccc3c3cnn(CC(=O)NCCN4CCOCC4)c(=O)c32)c1	-0.6	-0.5	102	17	4	-6	10	4	98
Cc1ccc(OC(=O)c2oc3ccc(F)cc3c2C)c(C)c1	0.5	-1.4	101	4	0	4	23	31	101
CS(=O)(=O)N1CCC(C(=O)Nc2cc(Cl)ccc2Cl)CC1	0.4	0.9	96	5	-12	-5	21	37	99
CCOC(=O)CCCNS(=O)(=O)c1c(C)ccc2nsnc12	-0.3	-0.9	106	-5	1	-7	5	-20	107
COCC(=O)N1CCC(Oc2ccc(C(=O)NCc3cc(C(C)C)no3)cc2)CC1	1.6	-0.2	106	2	11	-4	20	33	106
CC1=C(C)CC(C(=O)Nc2nccs2)C(C(=O)O)C1 (configuration not stated)	1.1	0.5	99	-6	0	-10	20	.	98
Nc1ncnc2nc(N3CCN(C(=O)c4ccccc4)CC3)[nH]c12	0.2	0.6	108	-3	7	-3	3	3	102
CCOC(=O)c1ccc(NC(=O)c2ccccc2)cc1	0.8	0.2	87	1	3	-8	19	-13	98
N#C/C(=C\c1cc([N+](=O)[O-])ccc1Cl)C(N)=O	1.2	-0.3	96	3	-2	11	-1	20	102
Cc1nn(Cc2c(F)cccc2Cl)c(C)c1[N+](=O)[O-]	-0.6	-0.9	107	-9	9	-6	-7	-8	105
Brc1ccccc1OCCCOc1cccc2cccnc12	1.2	-1.6	102	-11	3	-9	14	3	101
O=C(OC1CCN(c2ncc(C(F)(F)F)cc2Cl)CC1)c1ccc(Cl)cc1	0.9	0.6	100	-12	0	-6	6	-5	100
CCN(C(=O)COC(=O)c1nn(-c2ccccc2)c(=O)c2ccccc12)C1CCS(=O)(=O)C1 (configuration not stated)	-1.0	-1.1	103	-9	-3	-3	.	39	110
CCOC(=O)c1sc(NNC(=O)c2ccc(F)cc2)nc1C	1.2	0.6	101	-7	-2	5	-19	16	102
Cn1c(C2CC(=O)N(Cc3ccccc3)C2)nc2ccccc21 (configuration not stated)	0.2	-0.1	98	2	4	.	30	-30	101
O=c1c2[nH]c3ccccc3c2ncn1C1CCCCC1	2.1	1.5	111	14	1	-6	20	-39	106
CCCCN(C(=O)NC(=O)C1=C(N2CCOCC2)/C(=C/c2ccccc2)CC1)S(C)(=O)=O	1.0	-0.6	.	-4	.	-8	-23	3	.
CCOc1ccc(S(=O)(=O)Nc2cc(Sc3ncn[nH]3)c3oc(=O)sc3c2)cc1	0.5	-0.6	100	5	-1	.	3	103*	99
COc1cc(CC(=O)O)ccc1OCc1ccccc1	1.0	-0.7	94	-9	7	0	-2	7	98
CC(=O)c1ccc(OCC(O)CN2CCN(S(=O)(=O)c3c(C)c(C)cc(C)c3C)CC2)cc1 (configuration not stated)	18	14	105	0	8	-6	10	30	101
CC(=O)Nc1ccc(S(=O)(=O)N(C)CCOCc2ccccc2)cc1	0.8	0.5	105	-4	1	-4	31	8	100
O=C(CSc1nnc(CNC(=O)c2ccco2)o1)Nc1ccc(Br)cc1	4.3	4.9	104	-4	2	-4	8	22	103

Entries of single compounds, looked up by structure. Order of screens: V1R ag counter, OXTR agonist, MEKK2 WT-MEK5, GPR7 antag, MEKK2mut PB1 HTS, GalR3 antag, NALP1 yeast inh, PHOSPHO1 inh, MEKK3 PB1 HTS
O=C(Nc1cccc(Cl)c1)c1cc(N=Nc2ccc([N+](=O)[O-])cc2Cl)ccc1O across the screens: 11, 0.4, 94, 4, 1, -9, -8, -15, 100
COc1cc(CC(=O)O)ccc1OCc1ccccc1 across the screens: 1.0, -0.7, 94, -9, 7, 0, -2, 7, 98
CC(=O)c1ccc(OCC(O)CN2CCN(S(=O)(=O)c3c(C)c(C)cc(C)c3C)CC2)cc1 (configuration not stated) across the screens: 18, 14, 105, 0, 8, -6, 10, 30, 101
CC(=O)c1cccc2c(O)c(C3=Nc4ccccc4C3=O)[nH]c12 across the screens: -0.1, 0.9, 106, -2, 1, 7, 12, -9, 109

Back to the main list; the 4 compounds before the break are reprinted first.
SMILES	V1R ag counter	OXTR agonist	MEKK2 WT-MEK5	GPR7 antag	MEKK2mut PB1 HTS	GalR3 antag	NALP1 yeast inh	PHOSPHO1 inh	MEKK3 PB1 HTS
COc1cc(CC(=O)O)ccc1OCc1ccccc1	1.0	-0.7	94	-9	7	0	-2	7	98
CC(=O)c1ccc(OCC(O)CN2CCN(S(=O)(=O)c3c(C)c(C)cc(C)c3C)CC2)cc1 (configuration not stated)	18	14	105	0	8	-6	10	30	101
CC(=O)Nc1ccc(S(=O)(=O)N(C)CCOCc2ccccc2)cc1	0.8	0.5	105	-4	1	-4	31	8	100
O=C(CSc1nnc(CNC(=O)c2ccco2)o1)Nc1ccc(Br)cc1	4.3	4.9	104	-4	2	-4	8	22	103
O=C(CN1C(=O)C2CC=CCC2C1=O)Nc1nc2ccccc2s1 (configuration not stated)	1.4	2.7	89	-10	-8	-8	13	48	95
Cn1c(=O)[nH]c(=O)c2cc(C(=O)c3cc(F)ccc3O)cnc21	2.4	-0.3	96	8	-2	-5	-21	7	104
O=C(c1cc2ccccc2o1)N(C1CC1)C1(C(=O)Nc2ccccc2)CCCC1	-1.5	-0.5	99	-12	-1	-2	10	32	105
O=C(N/N=C/c1ccc([N+](=O)[O-])cc1)c1cc(-c2ccc3c(c2)OCO3)n[nH]1	0.8	0.1	94	-2	-5	-2	.	42	102
COc1ccc(-c2cc(-c3ccccc3)c(C#N)c(S(C)(=O)=O)n2)cc1	1.2	1.6	105	-1	1	-1	12	13	107
Cc1ccc(Cl)cc1N1CCN(S(=O)(=O)c2cn(C)cn2)CC1	6.2	1.8	102	5	-1	-6	16	44	101
Cc1ccc(CNC(=O)CCSCc2cccc(F)c2)cc1	-1.7	-2.6	100	6	1	1	17	25	100
CCOC(=O)c1oc2ccccc2c1NC(=O)c1ccc(Cl)s1	-0.3	-0.9	110	2	5	-5	27	2	112
COc1cccc(CN2CC(C(=O)N(C)Cc3ccnc4ccccc34)CCC2=O)c1 (configuration not stated)	-0.1	-0.8	103	-6	1	-5	6	8	101
COc1cc2c(cc1NC(=O)COC(=O)C1CC(=O)N(Cc3ccco3)C1)oc1ccccc12 (configuration not stated)	1.2	0.9	107	3	4	2	-1	24	106
CCN1c2ccccc2-c2nc3ccccc3n2C1c1cccnc1 (configuration not stated)	-1.5	-1.6	91	-9	-10	-3	24	26	89
N#Cc1c(/N=C/c2ccccc2)oc(-c2ccccc2)c1-c1ccccc1	-0.5	-1.0	104	-2	3	-11	6	27	99
O=S(=O)(Nc1ccc(N2CCCCC2)cc1)c1ccc(F)cc1F	-0.5	0.2	-10*	-14	16	-1	20	37	111
O=C(O)CSc1ccc(NC(=O)Nc2ccccc2F)cc1	0.4	0.5	100	-5	7	-8	18	12	101
CCOc1ccc(-n2c(C)cc(C(=O)NS(=O)(=O)c3ccc(C)cc3)c2C)cc1	0.1	-0.1	85	-3	8	-3	27	3	100
COc1cc(NC(=O)CSc2nncn2C)c(C)cc1[N+](=O)[O-]	0.4	0.8	107	-6	-1	-6	2	28	109
COC(=O)C1CC(c2c(OC)cc(OC)cc2OC)=NO1 (configuration not stated)	0.0	0.6	98	-7	4	-2	-12	-20	109
CCCCNc1nc(N)ncc1[N+](=O)[O-]	-0.3	-1.6	93	-10	6	-7	21	30	104
CCO[C@H]1OC(C(=O)N2CCN(Cc3ccc4c(c3)OCO4)CC2)=C[C@@H](c2ccc3c(c2)OCO3)[C@@H]1CCCO	0.0	2.5	103	-10	2	-5	-10	20	103
CCCCCCCCN1C(=O)N(C)C(N(O)C(=O)NC)C1(C)C (configuration not stated)	0.1	-0.2	112	13	7	.	13	23	110
CCc1ccccc1NC(=O)CCCN1C(=O)C2CC=CCC2C1=O (configuration not stated)	3.1	0.6	103	-8	3	-2	6	32	105
O=C(COc1ccc(Cl)cc1)N(Cc1ccc(F)cc1)C1CCS(=O)(=O)C1 (configuration not stated)	2.1	4.7	101	8	-2	-8	16	32	105
CC(C)(C)SCCNS(=O)(=O)c1ccc(Cl)cc1	-0.2	-2.8	101	-12	0	3	-1	29	98
